Source: PubChem (several laboratories)
EP2 antag – human EP2 receptor antagonists, primary screen, TR-FRET cAMP, C6 glioma cells; Prostaglandin E2 receptor EP2 subtype (Homo sapiens), P43116; C6 glioma cells expressing human EP2; cells stimulated with saturating PGE2; inhibition, % at 25 µM; 260,000 tested, 0.52% active; AID 1422, 2008;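 active = percent inhibition above 40 after rounding to a whole number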;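 note: rat C6 glioma host cells with rolipram phosphodiesterase inhibitor present; the protocol text gives 20 µM as final concentration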
Target sequence (P43116 whole entry, looked up): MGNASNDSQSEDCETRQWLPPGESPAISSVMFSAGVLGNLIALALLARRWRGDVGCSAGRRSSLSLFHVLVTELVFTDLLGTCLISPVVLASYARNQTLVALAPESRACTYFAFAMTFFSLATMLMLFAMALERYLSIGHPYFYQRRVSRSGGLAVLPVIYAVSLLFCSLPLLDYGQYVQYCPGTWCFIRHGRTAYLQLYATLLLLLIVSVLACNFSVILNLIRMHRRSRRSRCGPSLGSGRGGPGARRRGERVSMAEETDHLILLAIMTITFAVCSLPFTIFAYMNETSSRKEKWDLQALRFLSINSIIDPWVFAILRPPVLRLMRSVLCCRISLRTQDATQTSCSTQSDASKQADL
CHOP inhibitor – inhibitors of CHOP promoter induction, primary screen, cell-based, unfolded protein response, luciferase reporter; inhibition, % at 10 µM; 220,000 tested, 3.8% active; CHO-K1 CHOP-promoter luciferase, tunicamycin-induced, 15-18 h;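 active = compounds that reduced the stress-induced luciferase reporter signal by more than about 70% of percent inhibition, limit read from the data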;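 note: 0% = tunicamycin plus vehicle and 100% = wells without tunicamycin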
FXIIa inh – human FXIIa protease inhibitors, primary screen, biochemical, 1536-well | Coagulation factor XII (Homo sapiens), P00748 | purified FXIIa, Boc-QGR-AMC fluorogenic substrate, 2 h | inhibition, % at 5 µM | 220,000 tested, 0.3% active | AID 800, 2007; in the data active = inhibition above about 40%;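 note: 0% = enzyme with no compound and 100% = blank without enzyme; many of its hits are not listed in these tables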
FXIa inh – human FXIa protease inhibitors, primary screen, biochemical, 1536-well. Coagulation factor XI (Homo sapiens), P03951. 220,000 tested, 0.14% active. purified FXIa, Boc-Glu-Ala-Arg-AMC fluorogenic substrate. inhibition, % at 5 µM;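 active = inhibition of at least 40%; inactive = inhibition below 40%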;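 note: fluorescence of freed AMC excited at 355 nm; 0% = enzyme without compound and 100% = no enzyme blank; many of its hits are not listed in these tables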
L929 necroptosis – inhibitors of zVAD-triggered necroptosis, primary screen, L929 cells; 220,000 tested, 0.38% active; L929 zVAD necroptosis rescue, ATP luminescence, 24 h; with zVAD 60 µM; AID 1377, 2008; viability rescue, % at 10 µM;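 active = activation, scaled between plate controls, above about 75%, limit read from the data; inactive = activation under that limit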;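 note: 0% = zVAD with DMSO and 100% = DMSO alone without zVAD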
PPC-1+TRAIL kill – compounds killing PPC-1 cancer cells with TRAIL present, primary screen, TRAIL potentiator project, ATPLite luminescence, uHTS; PPC-1 cells + TRAIL, ATPLite viability luminescence; cell killing (% activity), % at 4 µM; 220,000 tested, 0.41% active; AID 1443, 2008;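 active = cell killing above 50% in the first pass at 4 µM, then a duplicate retest at 5 µM averaging 50% or more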;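 note: plate controls were cells with TRAIL plus DMSO for no effect and medium-only wells lacking cells for full effect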
Tb hexokinase – Trypanosoma brucei hexokinase 1 inhibitors, primary screen, biochemical, G6PDH-coupled NADH absorbance, MLSCN library; hexokinase 1 [Trypanosoma brucei]; recombinant TbHK1, G6PDH-coupled NADH A340; inhibition, % at 10 µM; 220,000 tested, 0.11% active; AID 1430, 2008;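 active = inhibition of 50% or more in the single-dose primary screen; inactive = inhibition below 50%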
TNF necrop inh – inhibitors of TNF-alpha triggered necroptosis, primary screen, cell-based, Jurkat FADD-/-, single concentration. 220,000 tested, 0.068% active. activation (protection from cell death), % at 10 µM. Jurkat FADD-/- TNF necroptosis rescue, ATP luminescence, 24 h; 0 = TNF only, 100 = no-TNF cells;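 active = activation, meaning protection from cell death, of at least 50% relative to plate controls; inactive = activation below 50%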;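 note: necroptosis triggered by 40 ng/mL TNF-alpha added together with compound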
Wee1 degr inh – Wee1 degradation inhibitors, primary screen, cell-based, HeLa, Wee1K328M-luciferase, luminescence. 220,000 tested, 1.2% active. reporter increase, % at 5 µM. Wee1-like protein kinase (Homo sapiens), P30291. HeLa Luc-Wee1K328M stability; 100% = proteasome inhibitor MG132 effect. AID 1321, 2008;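 active = activation above the mean of all tested compounds plus 3 SD, set per screening run, cut at about 8.8% in these data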;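 note: cells exposed to compound for 20 h before luminescence read; 0% = DMSO alone and 100% = MG132 at 30 µM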
Target sequence (P30291 whole entry K328M): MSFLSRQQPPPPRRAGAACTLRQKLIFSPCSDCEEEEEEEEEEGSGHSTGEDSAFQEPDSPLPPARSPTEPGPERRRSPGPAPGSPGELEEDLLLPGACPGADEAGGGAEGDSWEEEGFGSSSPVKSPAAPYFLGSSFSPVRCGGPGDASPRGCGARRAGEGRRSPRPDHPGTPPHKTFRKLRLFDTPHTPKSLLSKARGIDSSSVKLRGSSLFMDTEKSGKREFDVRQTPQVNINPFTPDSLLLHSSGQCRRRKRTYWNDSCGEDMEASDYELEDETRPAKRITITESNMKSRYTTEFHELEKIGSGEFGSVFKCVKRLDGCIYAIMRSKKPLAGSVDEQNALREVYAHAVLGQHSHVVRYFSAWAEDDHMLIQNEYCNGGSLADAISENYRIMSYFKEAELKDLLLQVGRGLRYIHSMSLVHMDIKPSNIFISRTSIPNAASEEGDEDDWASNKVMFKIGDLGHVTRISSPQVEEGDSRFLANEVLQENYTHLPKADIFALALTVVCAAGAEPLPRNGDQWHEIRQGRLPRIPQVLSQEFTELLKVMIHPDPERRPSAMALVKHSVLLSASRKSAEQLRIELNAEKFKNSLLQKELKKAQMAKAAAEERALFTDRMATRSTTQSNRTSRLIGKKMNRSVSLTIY
Numbers without * were called inactive; . = no result given; & = joins results of further samples. An excerpt; count on the stated rates, not on these rows.

SMILES | EP2 antag | CHOP inhibitor | FXIIa inh | FXIa inh | L929 necroptosis | PPC-1+TRAIL kill | Tb hexokinase | TNF necrop inh | Wee1 degr inh
Cc1ccc(OCCN(C)C)c([N+](=O)[O-])c1 | 7 | -19 | 16 | 24 | . | 3 | -15 | 2.0 | 1
CCOC(=O)CSc1cc(C(F)(F)F)nc(-c2ccccn2)n1 | 4 | 7 | -2 | 9 | 0.5 | 8 | 8 | -0.7 | -1
Cc1nn(-c2ccccn2)c2c1C(c1ccncc1)C1=C(CC(C)(C)CC1=O)N2 (stereo unspecified) | 11 | -3 | 14 | 6 | -0.2 | 2 | -30 | 0.6 | -1
CCN(CC)S(=O)(=O)c1ccc(C)c(NC(=S)N2CCN(C/C=C/c3ccccc3)CC2)c1 | 9 | 81* | 10 | -3 | -0.6 | 26 | -2 | -3.5 | 0
O=C1CC(c2cc(Br)ccc2F)c2cc3c(cc2N1)CCC3 (stereo unspecified) | 11 | -3 | 23 | 3 | -0.1 | 13 | 9 | -18 | -2
O=C(CCCn1c(SCc2cc(=O)n3ccccc3n2)nc2ccccc2c1=O)NCC1CCCO1 (stereo unspecified) | 8 | 12 | 4 | -6 | -0.1 | . | -22 | 0.3 | -2
COc1ccc(/C=N/NC(=O)c2ccc(NC(=O)c3cccc([N+](=O)[O-])c3)cc2)c(OC)c1 | 8 | 65 | 2 | -5 | 11 | 19 | -23 | 0.3 | 1
O=[N+]([O-])c1c(NCCO)cc(N2CCCCC2)c2nonc12 | 18 | -23 | 6 | -4 | 2.1 | 23 | -11 | -1.0 | -4
Cc1noc(C)c1S(=O)(=O)N1CCCC(C(=O)Nc2cccnc2)C1 (stereo unspecified) | 22 | 19 | 13 | 8 | 0.7 | 6 | -7 | -1.9 | -5
CC(C(=O)N1CCCc2ccccc21)N1CCN(S(=O)(=O)c2ccccc2F)CC1 (stereo unspecified) | 11 | 61 | 16 | 2 | 0.3 | -10 | -11 | 1.3 | -1
Cc1nn(Cc2ccc(Cl)c(Cl)c2)c(C)c1NC(=O)c1cc(CC(C)C)on1 | 7 | 93* | 15 | 8 | 0.1 | 20 | -6 | -2.8 | 4
CC1=C(C#N)C(c2ccc(O)cc2)C(C#N)=C(C)N1 | 11 | 27 | 6 | 1 | -0.2 | 22 | -24 | 0.5 | -3
Nc1ccccc1-c1nnc(SCc2ccccc2Cl)[nH]c1=O | 4 | 26 | 11 | -10 | 1.2 | 9 | -3 | -0.2 | -3
O=C(CCN1C(=O)COc2ccccc21)NCc1cccnc1 | 7 | -10 | -4 | -5 | -0.4 | 3 | -4 | -0.7 | 0
Nc1nc(-c2cccs2)cs1 | 13&12 | 11 | 13 | 1 | 0.2 | 1 | -6 | -1.1 | -2
COCCCNC(=S)N1CCCN(c2nc3c(C)c(C)ccc3cc2C#N)CC1 | 1 | 10 | 11 | 1 | 1.2 | . | -10 | -4.7 | 4
CCc1cccc(NC(=O)c2ccc3c(=O)n4c(nc3c2)CCCCC4)c1 | 6 | -17 | 9 | 2 | 1.4 | 16 | -7 | -1.8 | 0
Cc1cc(Cl)cc(C)c1OCCCCN1CCOCC1 | 9 | -17 | 19 | 5 | 0.2 | 8 | 5 | 1.5 | -1
Cc1cccc(C)c1N1C(=O)CC(N2CCSCC2)C1=O (stereo unspecified) | 8 | 1 | 3 | -4 | 0.5 | 23 | 4 | 3.6 | 1
CN(C(=O)CCc1nc2ccccc2s1)c1ccccc1 | 2 | -6 | 0 | -4 | -0.4 | 26 | 3 | -0.8 | 2
CC(=O)N1CCN=C1SCc1ccc(C)cc1 | 12 | 15 | 4 | -8 | -0.1 | 1 | -5 | 0.1 | 9
Cc1ccccc1NC(=O)c1ccc(Cl)c(NC(=O)c2ccncc2)c1 | 18 | 5 | 12 | 7 | . | 13 | -2 | 8.6 | 2
CCC(C)NC(=O)COc1ccccc1[N+](=O)[O-] (stereo unspecified) | 2 | 6 | 7 | -1 | 1.3 | -10 | -5 | 1.5 | 0
CCOc1cc(/C=N\NC(=O)c2ccc(NC(=O)C(C)(C)C)cc2)ccc1OC(=O)c1cccc(C)c1 | 7 | 34 | 18 | 9 | 62 | 13 | -14 | -15 | -4
C(/CCc1ccccc1)=N\Nc1nc2ccccc2[nH]1 | 2 | -6 | 8 | 0 | 1.7 | 14 | -3 | -3.2 | 0

Quoted from the listing.
CCc1cccc(NC(=O)c2ccc3c(=O)n4c(nc3c2)CCCCC4)c1 – CHOP inhibitor: -17
O=[N+]([O-])c1c(NCCO)cc(N2CCCCC2)c2nonc12 – PPC-1+TRAIL kill: 23
CCC(C)NC(=O)COc1ccccc1[N+](=O)[O-] (stereo unspecified) – PPC-1+TRAIL kill: -10

Further results follow:
SMILES | EP2 antag | CHOP inhibitor | FXIIa inh | FXIa inh | L929 necroptosis | PPC-1+TRAIL kill | Tb hexokinase | TNF necrop inh | Wee1 degr inh
CC12CCCc3c(O)cc(=O)n(c31)-c1ccccc12 (stereo unspecified) | 7 | -27 | 13 | 5 | 1.4 | 7 | 37 | 0.8 | -3
C/C(=N\Nc1ncc(Cl)cc1Cl)c1cccs1 | 4 | 64 | 20 | -7 | 1.7 | 10 | 1 | 1.3 | 2
Cc1ccc(-c2c[n+](CC(=O)Nc3nc(-c4ccc(F)cc4)cs3)c3n2CCC3)cc1 | 6 | 7 | 27 | 6 | 1.1 | 13 | 21 | 2.0 | 4
Cc1ccsc1C(=O)NC(C)c1ccc2c(c1)OCO2 (stereo unspecified) | 13 | 30 | 27 | 22 | -0.2 | 14 | 1 | -0.4 | -2
CCOC(=O)C1=CN(Cc2ccc(OC)cc2)C=C(C(=O)OCC)C1c1cccs1 | 10 | 3 | -11 | -10 | -0.2 | -3 | -2 | 3.5 | -2
Cc1cc(C(=O)COc2nncc3ccccc23)c(C)n1C | 5 | -32 | 10 | 0 | 1.3 | -2 | -7 | -0.6 | 0
CN(C(=O)c1ccco1)c1nnc(C23CC4CC(CC(C4)C2)C3)s1 | 16 | 51 | 10 | 4 | 0.8 | 2 | -1 | -0.4 | 0
CSc1ccc(S(=O)(=O)NC2CCCCC2)cc1 | 8 | 1 | 5 | -19 | -0.2 | 6 | -1 | 3.8 | 0
Cc1cc(C)cc(N=c2c([N+](=O)[O-])nn(-c3ccc(Cl)cc3)n2O)c1 | 5 | 11 | 4 | -1 | 0.0 | 2 | -4 | -9.2 | 9
CC(C)=N/N=C(/c1ccc([N+](=O)[O-])cc1)C12CN3CN(CN(C3)C1)C2 | 6 | 37 | 6 | -1 | 3.3 | 21 | -1 | 0.1 | -1
Cc1cc(C)c2c(C)nn(-c3ccccc3)c2n1 | 11 | 31 | 13 | 4 | 2.1 | -4 | -3 | -1.0 | 0
CS(=O)(=O)C1=NSC2=NC(=O)/C(=C\c3cccn3-c3ccc(Cl)cc3)C(=N)N21 | 12 | 19 | 1 | -5 | 0.4 | 26 | 14 | 1.7 | 1
CC1CC(C)CN(CCCNC(=O)CCNC(=O)Cn2ccc3ccccc3c2=O)C1 (stereo unspecified) | 4 | 0 | 12 | -1 | -0.2 | -3 | -8 | -0.7 | -1
O=C(CN1CCN(C(c2ccccc2)c2ccccc2)CC1)N1CCOCC1 | 8 | 2 | 8 | -2 | 0.5 | 0 | -6 | -0.5 | 1
CCCc1ccc(Oc2cc(C)nc(N3CCOCC3)n2)cc1 | 11 | 35 | 22 | 21 | -0.3 | 20 | 4 | -2.2 | 0
Cc1cc(C)c(C(=O)COC(=O)c2cccc(S(=O)(=O)NCc3ccccc3)c2)cc1C | 12 | -7 | 1 | -6 | 3.5 | 1 | 1 | 0.5 | -2
COC(=O)c1ccc(/C=N/Nc2nc(-c3ccccc3)cs2)cc1 | 7 | 13 | 14 | 8 | 0.8 | 18 | -20 | 2.5 | -2
COc1ccc(S(=O)(=O)N2CCC(NC(=O)N3CCOCC3)CC2)cc1 | 7 | 10 | 8 | 2 | -0.3 | -9 | -3 | 0.9 | 2
CCOc1ccc(-c2nc(CSCC(=O)NCCN3CCOCC3)c(C)o2)cc1 | 14 | . | -4 | -12 | -0.4 | 30 | -3 | -0.9 | 1
CCCOc1ccc(C(=O)NCC(c2ccco2)N(C)C)cc1OC (stereo unspecified) | 10 | -3 | 6 | -3 | 0.5 | 3 | -7 | 3.1 | 2
CCOc1cccc(N2C(=O)CC(N3CCN(c4ccc(S(=O)(=O)CC)cc4)CC3)C2=O)c1 (stereo unspecified) | 3 | 16 | 14 | 6 | 0.0 | -6 | -5 | 0.2 | -3
O=C(NC1CCCc2ccccc21)c1cc(S(=O)(=O)N2CCOCC2)ccc1F (stereo unspecified) | 4 | 0 | 1 | 0 | 1.5 | 4 | 4 | 1.0 | -1
N#Cc1ccc(-c2csc(NNC(=O)c3ccc(Br)cc3)n2)cc1 | 16 | 23 | 28 | 18 | 1.1 | 4 | 0 | -5.6 | -1
O=c1sc2ccccc2c(N2CCN(c3ccccc3)CC2)c1[N+](=O)[O-] | 8 | 2 | . | -4 | 2.6 | 6 | 6 | -2.5 | -1
O=C1c2ccccc2C(=O)C12OC2c1cccc2ccccc12 (stereo unspecified) | 8 | -54 | 4 | 6 | 0.6 | 14 | -2 | -5.8 | 2

Next entries:
SMILES | EP2 antag | CHOP inhibitor | FXIIa inh | FXIa inh | L929 necroptosis | PPC-1+TRAIL kill | Tb hexokinase | TNF necrop inh | Wee1 degr inh
O=C(Nc1ccc(N2CCCCC2)c(Cl)c1)c1cccnc1 | 15 | . | 22 | -1 | 0.8 | 6 | -9 | -18 | 3
COc1cccc(C(C(=O)NC(C)(C)C)N(Cc2ccco2)C(=O)CCC(=O)Nc2cc(C)on2)c1OC (stereo unspecified) | 1 | 29 | 2 | -6 | -0.6 | 8 | 2 | 0.1 | 0
O=C(N/N=C(\Cc1ncc[nH]1)c1ccccc1)c1ccncc1 | 0 | 56 | 6 | 1 | 4.2 | -3 | -13 | -7.0 | 0
Cc1ccc(-c2nc3ccccc3[nH]2)cc1NC(=O)c1ccc2c(c1)OCO2 | 14 | 9 | 12 | -5 | 0.8 | 18 | 2 | -8.5 | -2
Cc1ccc(S(=O)(=O)c2c(C)nn(C(C)(C)C)c2OC(=O)C2CCCC2)cc1 | 15 | 77* | 1 | -11 | -0.2 | -6 | 43 | -1.1 | 1
COC(=O)c1ccccc1NC(=O)Cn1c(-c2nonc2N)nc2ccccc21 | . | . | 11 | -3 | -0.7 | 15 | -2 | -7.8 | 5
C[C@]12CCC(=O)C=C1CC[C@@H]1[C@@H]2[C@@H](O)C[C@@]2(C)[C@H]1CC[C@]2(O)C(=O)COC(=O)CCC(=O)O | 15&12&6 | 19&15&7 | 8&12 | 4&4 | 60&61 | 16 | 2&1 | -2.0&0.3 | 5&2
Cc1nc2ccccc2nc(C)c1=NOCC(=O)N(c1ccccc1)C(C)C | 8 | 6 | 4 | -5 | 3.9 | 13 | -9 | 0.6 | -2
c1ccc2oc(NC3=NCN(CC4CCCO4)CN3)nc2c1 (stereo unspecified) | 2 | 2 | -4 | -8 | 1.7 | 35 | -1 | 1.0 | 2
